# Screens (PubChem BioAssay)
# PP5 inh – inhibitors of human protein phosphatase 5 (PP5); inhibition, % at 6.7 µM; P53041; AID 1987; actives 0.18% (n = 320,000); purified PP5c, OMFP substrate fluorescence;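 active means inhibition above the campaign's mean inhibition across all tested compounds plus 3 SD, cut at about 9.5% in these data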;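 further: 0% = DMSO only and 100% = 100 µM cantharidin control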
# proCasp3 act – procaspase-3 (human) activation | activation, % at 8.5 µM | recombinant procaspase-3 D3A, Ac-DEVD-pNA absorbance 405 nm | actives 0.11% (n = 330,000) | P42574;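 active means activation above the mean of all tested compounds plus 3 SD, cut at about 21% in these data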;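 further: 0% = DMSO alone and 100% = DMSO wells spiked with extra 5 µM PC-3 D3A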
# Target sequence (P42574 whole entry D9A/D28A/D175A): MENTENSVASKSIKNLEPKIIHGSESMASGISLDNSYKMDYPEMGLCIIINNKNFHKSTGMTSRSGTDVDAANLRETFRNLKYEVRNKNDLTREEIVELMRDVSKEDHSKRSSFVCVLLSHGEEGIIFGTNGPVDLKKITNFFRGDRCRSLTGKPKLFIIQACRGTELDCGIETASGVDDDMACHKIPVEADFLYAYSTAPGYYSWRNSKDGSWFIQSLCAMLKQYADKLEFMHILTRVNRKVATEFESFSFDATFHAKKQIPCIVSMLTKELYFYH
#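 assay system = Procaspase-3 D3A mutant | signal = absorbance at 405 nm, 0 and 120 min | times = 1 h preincubation plus 2 h reaction at 25 °C | repeats = single replicate | read-out = % activation between DMSO and enzyme-spiked controls | medium = Zinc-free HEPES saline buffer with Triton X-100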
# AHR act – human AHR activation. P35869. AHR-responsive luciferase reporter cells, luminescence. activation, % at 5 µM. actives 2.5% (n = 320,000). AID 2796; in the data active means activation above about 47%;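 further: 0% = vehicle wells and 100% = reference agonist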
# procasp7 counter – activates human procaspase-7, counter-screen for procaspase-3 activators; recombinant procaspase-7, Ac-DEVD-pNA absorbance 405 nm; D23A/D198A/D206A triple mutant, cannot self-cleave; scale: DMSO 0, 5 µM enzyme 100; activation, % at 8.5 µM; actives 0.093% (n = 330,000);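 active means percent activation above the screen-wide mean plus 3 SD, cut at about 25% in these data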
# Target sequence (P55210 whole entry D23A/D198A/D206A): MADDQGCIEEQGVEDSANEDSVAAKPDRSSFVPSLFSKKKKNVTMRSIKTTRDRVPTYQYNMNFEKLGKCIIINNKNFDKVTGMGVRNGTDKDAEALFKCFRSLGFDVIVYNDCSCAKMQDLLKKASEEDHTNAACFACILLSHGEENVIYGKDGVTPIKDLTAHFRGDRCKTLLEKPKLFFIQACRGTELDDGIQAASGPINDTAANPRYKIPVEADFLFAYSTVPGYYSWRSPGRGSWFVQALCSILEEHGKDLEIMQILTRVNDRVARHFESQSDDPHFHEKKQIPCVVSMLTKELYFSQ
#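 Assay system: Uncleavable procaspase-7 mutant enzyme | Input: 2 µM procaspase-7 mutant as dispensed | Timing: 1 h compound preincubation, 2 h substrate cleavage, 25 °C | Repeats: One well per compound | Control set: DMSO wells as 0%, DMSO with 5 µM added PC-7 as 100% | Technique: Epi-absorbance of released pNA at 405 nm, two timepoints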
# HCV core dimer – blocks dimerization of HCV core protein; inhibition, % at 5 µM; TR-FRET GST/Flag-core106 dimerization, 1536-well; actives 0.33% (n = 300,000);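 active means inhibition above the mean of all tested compounds plus 3 SD, set per screening campaign, cut at about 45% in these data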
#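 Test system: GST/Flag-tagged HCV core106 proteins; Medium: KF-containing HEPES buffer, pH 7.45, DTT, CHAPS, BSA; Times: compound-protein-antibody incubation 4 h at 22.5 °C; Detection: TR-FRET 671 and 617 nm emission; Benchmarks: wells lacking GST-core106 and wells with excess unlabelled core106.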
# PAFAH2 inh – PAFAH2 (human) inhibition; Q99487; recombinant PAFAH2, FP-rhodamine activity probe, fluorescence polarization; inhibition, % at 3.39 µM; actives 0.99% (n = 340,000); AID 492956;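 active means inhibition above the mean over all tested compounds plus 3 SD, cut at about 30% in these data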;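 further: inhibitors block probe labeling of enzyme so polarization drops; 0% = enzyme with DMSO and 100% = wells lacking PAFAH2 protein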
# TPT1 inhibitor – inhibitors of Candida albicans tRNA 2'-phosphotransferase TPT1; inhibition, % at 5 µM; actives 0.81% (n = 300,000); recombinant caTPT1, FP RNA substrate dephosphorylation; AID 1962;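 active means inhibition above the mean of all tested compounds plus 3 SD, set per screening campaign, cut at about 24% in these data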;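 further: plate controls were DMSO alone for no effect and ferristatin control at 100 nM for full effect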
# Fh CTSL1 inh – cathepsin L1 inhibition, PFM18AAP counter-screen; actives 0.49% (n = 300,000); inhibition, % at 5.96 µM; recombinant F. hepatica cathepsin L1, Z-Leu-Arg-MCA fluorescence; AID 1906;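 active means inhibition above the mean of all tested compounds plus 3 SD, set per screening campaign, cut at about 17% in these data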;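 further: 0% = plate median of test compound wells and 100% = 1 µM Z-Phe-Ala-diazomethylketone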
# PP1 counter – counter-screen for PP5 inhibitors: inhibitors of human PP1-alpha; P62136; purified PP1alpha, OMFP fluorescence; inhibition, % at 6.7 µM; actives 0.9% (n = 320,000); AID 2235;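 active means inhibition above the mean inhibition of all tested compounds plus 3 SD, computed separately for each screening campaign, cut at about 15% in these data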
# Target sequence (P62136 whole entry, looked up): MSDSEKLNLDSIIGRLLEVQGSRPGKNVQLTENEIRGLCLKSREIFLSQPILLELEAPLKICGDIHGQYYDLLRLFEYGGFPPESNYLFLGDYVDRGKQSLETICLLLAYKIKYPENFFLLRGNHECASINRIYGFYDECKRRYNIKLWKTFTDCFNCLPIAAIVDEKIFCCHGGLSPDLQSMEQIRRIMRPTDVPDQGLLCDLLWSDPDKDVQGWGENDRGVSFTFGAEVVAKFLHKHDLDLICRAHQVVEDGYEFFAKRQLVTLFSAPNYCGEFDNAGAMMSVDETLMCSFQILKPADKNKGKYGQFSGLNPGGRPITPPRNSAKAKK
# Active calls of the source: *; x = no result given.
nr	SMILES	HCV core dimer	Fh CTSL1 inh	PAFAH2 inh	TPT1 inhibitor	PP1 counter	AHR act	PP5 inh	procasp7 counter	proCasp3 act
1	Cc1ccc(SCC(=O)Nc2oc(C)c3c(C)n[nH]c(=O)c23)cc1C	x	x	-5	x	-3	0	2.6	-1	-5
2	O=S(=O)(c1ccccc1)N1CCN(Cc2ccccc2C(F)(F)F)CC1	1	-6	0	5	2	2	2.5	9	-5
3	CCN1C(=O)[C@H]2[C@@H](c3ccc(-c4ccc(F)cc4)cc3)N[C@@](CC(C)C)(C(=O)OC)[C@H]2C1=O	11	-1	5	-1	-2	1	1.5	-2	-2
4	Cc1nn(Cc2ccccc2)c(Cl)c1C(=O)OCC#N	-1	-10	4	-1	0	0	-1.8	14	5
5	Cc1nnsc1C(=O)NNC(=O)c1ccc(C(F)(F)F)cc1	-6	0	-3	-1	-1	3	0.2	-1	-3
6	CCOC(=O)N1CCN(c2ccc(S(=O)(=O)N3CCC(C)CC3)cc2[N+](=O)[O-])CC1	x	x	4	x	4	-2	3.2	0	5
7	Cc1csc(N2CCCC2c2nc3cc(Cl)c(N4CCCCC4)cc3n2CCCO)n1 (stereo unspecified)	-19	4	7	-4	-3	33	0.9	-9	0
8	O=C(Nc1ccc(F)cc1)C1C(c2ccccc2)C1(Cl)Cl (stereo unspecified)	-3	3	-2	-3	3	-9	4.4	1	8
9	Cc1ccc(C)c(S(=O)(=O)NCC(=O)N2CCCC2)c1	-1	-1	1	2	0	-1	0.1	1	2
10	COC(=O)c1cc(=O)n(-c2c(Cl)cc(C(F)(F)F)cc2Cl)[nH]1	1	0	11	2	0	0	-0.4	5	2
11	O=c1[nH]c(C2CCCN(S(=O)(=O)c3ccc(F)cc3)C2)nc2c1nnn2Cc1ccccc1 (stereo unspecified)	15	3	5	-5	4	-2	3.2	6	3
12	Cn1c(-c2ccccc2[N+](=O)[O-])[n+](C)c2ccccc21	-5	5	-3	1	-2	0	-0.5	-10	-2
13	COCCNC(=O)c1onc(CSc2cc(C)ccc2C)c1C(=O)O	-20	-2	0	-7	-4	2	1.0	6	-8
14	CCC(=O)NC(=S)Nc1ccc(-c2nc3ccc(C)cc3s2)cc1	-11	-4	1	-1	0	4	4.0	-5	-5
15	O=C(CN1CCCCC1)Nc1cccc([N+](=O)[O-])c1	-3	5	-3	-2	-3	3	0.4	2	-6
16	O=C(NCc1ccco1)C1(S(=O)(=O)c2ccccc2)CC=CC1	0	-5	-4	-1	-6	-3	3.1	3	10
17	CN(CC(=O)Nc1ccc(F)cc1)S(=O)(=O)c1ccc2c(c1)c(=O)n(C)c(=O)n2C	7	4	-5	2	3	-1	-0.4	4	2
18	COc1ccc(N2CCN(C(=O)C(=O)c3cn(CC(=O)N4CCCCCC4)c4ccccc34)CC2)cc1	15	6	-2	-12	5	2	2.6	-5	-4
19	N/C(=N\OC(=O)CCC1CCCCC1)c1cccc([N+](=O)[O-])c1	-2	-24	16	1	-3	4	3.1	3	1
20	CCCCOc1ccc(S(=O)(=O)N2CCCCC2)cc1	9	2	-8	1	-6	8	-4.0	-9	2
21	NC(=O)Nn1c(CCC(=O)O)ccc1-c1ccc(F)cc1	-7	1	-5	-2	1	0	2.8	1	-4
22	Cc1ccc(C(=O)NCC(=O)NCC(c2cccs2)N2CCOCC2)cc1 (stereo unspecified)	x	x	4	x	-1	5	-1.8	2	11
23	O=C(O)C1CCC(CNS(=O)(=O)c2ccccc2)CC1 (stereo unspecified)	-5	-6	-5	-6	-2	1	1.1	6	8
24	O=C(CSc1nc2c(sc3ccccc32)c(=O)n1Cc1ccco1)NCC1CCCO1 (stereo unspecified)	3	4	0	-4	-1	0	4.6	0	0
25	COc1ccccc1NC(=O)CCS(=O)(=O)c1ccc2c(c1)oc(=O)n2C	3	-2	2	1	-5	0	-2.9	-9	1

# The results go on:
nr	SMILES	HCV core dimer	Fh CTSL1 inh	PAFAH2 inh	TPT1 inhibitor	PP1 counter	AHR act	PP5 inh	procasp7 counter	proCasp3 act
26	CCOC(=O)C1(CCOc2ccccc2)CCN(Cc2ccc(OCC)c(CO)c2)CC1	-7	2	2	-1	3	1	1.8	15	2
27	CN(Cc1ccccc1)C(=O)C1CCCN1S(=O)(=O)c1ccc2c(c1)n(C)c(=O)c(=O)n2C (stereo unspecified)	0	-3	3	-4	-2	-1	1.4	2	-4
28	COc1cc(-c2cc(-c3ccc(N)cc3)[nH]c(=O)c2C#N)cc(OC)c1OC	6	2	3	103*	1	101*	-0.6	9	-2
29	COc1ccc(-n2ncc3c(NC(C)C)ncnc32)cc1	-1	3	2	0	-6	-6	2.2	-4	5
30	O=C(Nc1ccccc1Cc1ccccc1)c1ccccc1F	11	1	-1	2	-6	-1	-0.9	-1	-6
31	Clc1ccc(SCCCCN2CCOCC2)cc1	-4	3	-5	-1	-2	0	0.3	-2	-4
32	CN(c1ccccc1)S(=O)(=O)c1ccc(Cl)c(C(=O)NCCc2c[nH]c3ccccc23)c1	19	-2	8	-4	-4	13	2.6	-1	3
33	O=C(c1ccc(-c2ccccc2)cc1)C1CCCN(C(=O)Cn2cncn2)C1 (stereo unspecified)	-4	-2	10	-2	0	1	-0.8	14	5
34	Cc1c(-c2ccccc2)c(P(=O)(N2CCOCC2)N2CCOCC2)c2ccccn12	4	-1	5	-1	2	0	1.2	3	-1
35	CNC(=O)C1=NCCCc2cc(OC)c(OC)cc21	-2	-4	-4	-1	-2	1	-0.3	4	8
36	O=C(CN1C(=O)CSc2ccc(S(=O)(=O)N3CCOCC3)cc21)NCc1ccc(Cl)cc1	0	-2	5	2	3	0	3.5	-12	9
37	CC(C)[C@H](NC(=O)c1ccccc1)C(=O)NC1=NCCS1	x	x	3	x	x	0	x	-5	6
38	CCn1c(C(=O)N2CCc3ccccc3C2)cc2sccc21	4	-4	-5	-2	2	-2	0.4	10	5
39	O=C(Nc1ccc(Cl)cc1[N+](=O)[O-])c1ccc2c(c1)OCCO2	-6	-1	1	3	-3	-4	1.1	3	0
40	COc1ccc(S(=O)(=O)N2CCCCCC2)cc1NC(=O)CN1C(=O)CNC1=O	x	x	2	x	x	2	x	11	4
41	CCOC(=O)C1=C(C)NC(C)=C(C(=O)OCC)C1c1cc(N)ccc1OC(F)F	-5	4	-2	-29	0	13	2.6	3	1
42	Cc1nc2ccccc2n1/N=C/c1ccc([N+](=O)[O-])o1	-10	6	0	3	0	37	-0.8	-16	-8
43	CCOC(=O)c1sc2c(c1C)c(=O)c(C(=O)OCC)cn2CC	0	7	-1	3	0	0	0.3	-3	-11
44	CC(C)(C)C(=O)Nc1ccc2oc(-c3cc(F)c(F)cc3Cl)nc2c1	4	-2	-12	-1	-1	-4	3.2	6	-3
45	Cc1occc1-c1nnc(SCC(=O)NC2CCCCC2)o1	x	x	-6	x	-3	-5	2.2	1	6
46	COc1nc(C)ccc1-c1noc(-c2cccnc2)n1	4	-4	0	-3	-7	23	3.4	1	-1
47	CCN1C(=O)C(CC(=O)Nc2ccc(OC)cc2)N(CCN2CCOCC2)C1=S (stereo unspecified)	-7	-1	-3	-2	1	0	2.4	4	-4
48	CC(C)(C)c1ccc(-c2ncccc2O)cc1	0	-5	15	4	-4	5	0.2	-3	3
49	CCOCCCNC(=O)CCc1nnc2ccc(N3CCCCC3)nn12	-5	4	-4	-2	-4	1	-3.5	-8	4
50	O=C(CC1C(=O)NCCN1C(=O)Nc1ccc(F)cc1F)Nc1cc(Cl)ccc1Cl (stereo unspecified)	-10	-4	8	5	0	0	-0.5	2	-4

# More records follow:
nr	SMILES	HCV core dimer	Fh CTSL1 inh	PAFAH2 inh	TPT1 inhibitor	PP1 counter	AHR act	PP5 inh	procasp7 counter	proCasp3 act
51	O=C(COC(=O)c1cccnc1Cl)c1ccc(OC(F)F)cc1	-1	3	4	-2	-3	-3	0.3	5	5
52	CCc1ccc(NS(=O)(=O)c2ccc3[nH]cc(C(=O)N4CCc5ccccc54)c(=O)c3c2)cc1	5	7	-12	0	19*	24	-0.2	12	3
53	COc1ccc(S(=O)(=O)N2CCCC(C(=O)NCC3CCCO3)C2)cc1C (stereo unspecified)	-19	2	2	-1	1	-1	1.8	2	0
54	O=C(COC(=O)/C=C/c1ccc(Cl)cc1)NC1CCCCCC1	x	x	79*	x	-4	1	-1.1	5	7
55	Cc1ccccc1NC(=O)NC1(C(=O)NCCCN2CCOCC2)CCCCC1	-3	0	-1	3	-1	-1	4.3	2	8
56	COc1ccccc1NS(=O)(=O)c1cc(C(=O)NCC(c2cccs2)N2CCOCC2)ccc1C (stereo unspecified)	-4	3	-7	-4	1	4	-1.6	11	1
57	O=[N+]([O-])CC(=Nc1ccc(Cl)cc1)N/N=C\c1oc(O)c2ccccc12	61*	2	15	1	6	95*	3.2	-4	1
58	CCOc1ccc(OCC(O)CN2CCc3ccccc3C2)cc1 (stereo unspecified)	-6	1	4	-4	0	4	1.5	16	-9
59	CN(C)c1nc(-c2ccccc2)nnc1C(F)(F)F	4	-4	5	2	0	96*	-1.8	-4	6
60	CCOC(=O)CNC(=O)c1cc(-c2ccccn2)nc2c(C)c(Cl)ccc12	4	-3	-3	-1	4	2	0.9	-1	-3
61	Cc1c(OC(C)C(=O)NCC2CCC(C(=O)O)CC2)ccc2c3c(c(=O)oc12)CCCC3 (stereo unspecified)	-5	-4	4	-3	-2	-1	1.8	12	1
62	CCOC(=O)c1c(C)oc2cc(Br)c(OCC(N)=O)cc12	4	1	2	-4	2	4	3.4	-1	-4
63	O=C(Nc1ccc(OC(F)F)cc1)Nc1cccc(C(F)(F)F)c1	-4	-1	-35	-3	3	-2	9.2	3	10
64	CCN1CCN(CC2COc3ccccc3O2)CC1 (stereo unspecified)	-3	0	-3	1	-1	2	-4.0	2	-1
65	COc1ccc(-c2noc(CCC(=O)NCC3CCN(Cc4cccc(C)c4)CC3)n2)cc1	-3	1	1	-1	-1	-3	2.4	-8	5
66	CCOC(=O)c1cccc(NC(=O)CSc2nnc(COc3ccc(Cl)cc3)o2)c1	4	-1	0	-1	-5	0	2.5	1	-7
67	O=C(Nc1ccc(S(=O)(=O)Nc2nccs2)cc1)c1cc(-c2ccccc2)nc2ccccc12	23	1	2	-1	5	3	3.6	1	5
68	COc1ccc(S(=O)(=O)N(C)C[C@H]2Oc3ccc(NS(=O)(=O)c4cccs4)cc3CC(=O)N([C@H](C)CO)C[C@H]2C)cc1	x	x	6	x	x	0	x	8	14
69	COCc1c(C(=O)OC)nnn1-c1ccccc1	2	1	2	0	2	-1	2.1	-2	-4

# Entries listed so far that bear a hit mark in AHR act.
no.	Compound	HCV core dimer	PAFAH2 inh	TPT1 inhibitor	AHR act	PP5 inh	proCasp3 act
28	COc1cc(-c2cc(-c3ccc(N)cc3)[nH]c(=O)c2C#N)cc(OC)c1OC	6	3	103*	101*	-0.6	-2
57	O=[N+]([O-])CC(=Nc1ccc(Cl)cc1)N/N=C\c1oc(O)c2ccccc12	61*	15	1	95*	3.2	1
59	CN(C)c1nc(-c2ccccc2)nnc1C(F)(F)F	4	5	2	96*	-1.8	6
